# Compound activity from PubChem BioAssay.
# GLP1R ag = activates the human GLP-1 receptor; hit rate 0.007% among 380,000; AID 624172; P43220; HEK293 GLP-1R CRE-luciferase, luminescence, 4-6 h; cells express a hypersensitive GLP-1R form; Potency, µM (top dose mostly 45.6 µM), for inactives: at the highest dose activation, hits mostly activators; also: potency is read from the fitted curve at half-maximal effect; % of control where 0% means no effect
# Target sequence (P43220 whole entry, looked up): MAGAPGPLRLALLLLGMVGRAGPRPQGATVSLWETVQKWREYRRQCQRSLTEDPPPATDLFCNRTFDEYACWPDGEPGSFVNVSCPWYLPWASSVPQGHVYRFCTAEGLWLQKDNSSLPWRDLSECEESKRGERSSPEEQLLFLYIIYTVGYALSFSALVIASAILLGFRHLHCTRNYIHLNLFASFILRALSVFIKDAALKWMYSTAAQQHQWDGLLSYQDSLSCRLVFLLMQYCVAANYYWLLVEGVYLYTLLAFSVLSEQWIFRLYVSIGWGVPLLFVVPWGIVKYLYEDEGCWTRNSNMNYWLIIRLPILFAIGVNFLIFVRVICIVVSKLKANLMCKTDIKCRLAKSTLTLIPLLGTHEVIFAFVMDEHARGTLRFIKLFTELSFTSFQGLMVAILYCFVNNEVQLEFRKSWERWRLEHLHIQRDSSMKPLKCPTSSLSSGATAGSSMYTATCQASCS
# TDP-43 yeast inh = inhibitors of TDP-43 toxicity in yeast. TDP-43 expressing yeast growth rescue, BacTiter-Glo, 24 h. Potency, µM (highest dose often 46.1 µM), for the others: top-dose growth rescue (activation), usual class: activators. hit rate 1.8% among 410,000. AID 652104; also: potency is read from the fitted curve at half-maximal effect; % of control where 0% means no effect; nearly all actives have a fitted effect of over 50% in size
#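 Cell-based yeast growth screen: TDP-43 expression induced in galactose, inoculum OD600=0.02 after raffinose pregrowth to mid-log. Read-out BacTiter-Glo luminescence at 24 hr, 30 deg C; inhibition of toxicity seen as signal increase.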
# aSyn yeast inh = alpha-synuclein toxicity inhibition in yeast. Potency, µM (titrated, usually from 46.1 µM), inactives show top-dose growth rescue (activation), hits mostly activators. hit rate 0.14% among 370,000. Yeast expressing alpha-synuclein, growth rescue, BacTiter-Glo, 24 h. AID 652106; also: potency is read from the fitted curve at half-maximal effect; % of control where 0% means no effect; nearly all actives have a fitted effect of over 65% in size
#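 Screening used galactose-induced yeast with toxic alpha-synuclein levels, exposed to compound for 24 hr at 30 deg C. Cell growth, read with BacTiter-Glo luminescence, gave the measured signal.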
# DRD3 antagonist = blocks the human D3 dopamine receptor; P35462; D3R cells, DiscoveRx beta-arrestin luminescence, antagonist mode; hits give low values; max response, negative = inhibition, %; hit rate 2.5% among 360,000; AID 652054; in the data active = max response below about -50%; inconclusive = no clear call, values can overlap the other calls; also: % is scaled to controls: 0 for no effect and ±100 for the full control effect; mostly tested at two doses, the higher about 12 µM
# Target sequence (P35462 whole entry, looked up): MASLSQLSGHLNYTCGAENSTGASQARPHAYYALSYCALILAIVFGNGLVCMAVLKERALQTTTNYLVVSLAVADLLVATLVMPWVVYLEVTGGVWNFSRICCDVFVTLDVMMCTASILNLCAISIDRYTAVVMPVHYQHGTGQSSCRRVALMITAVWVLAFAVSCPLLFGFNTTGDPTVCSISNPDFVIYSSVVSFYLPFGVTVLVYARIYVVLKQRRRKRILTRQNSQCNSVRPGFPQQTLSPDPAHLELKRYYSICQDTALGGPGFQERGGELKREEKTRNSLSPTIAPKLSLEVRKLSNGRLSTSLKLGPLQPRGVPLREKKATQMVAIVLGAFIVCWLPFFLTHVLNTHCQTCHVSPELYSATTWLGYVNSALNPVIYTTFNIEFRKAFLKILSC
#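 Cells expressing the human receptor were seeded at 1500 cells/well, incubated overnight at 37 degrees C in 5% CO2, then exposed to library compounds with dopamine controls for 90 minutes at 37 degrees C before luminescent detection.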
# GLP-1R inv ag = inverse agonists of human GLP-1 receptor; HEK293 GLP-1R CRE-luciferase, luminescence, 24 h; GLP-1R form is constitutively active; P43220; hit rate 1.6% among 410,000; Potency, µM (highest dose often 38.3 µM), without a hit: at the highest dose activity change, negative = inhibition, hits mostly inhibitors; AID 624417; also: potency is read from the fitted curve at half-maximal effect; % is scaled to controls: 0 for no effect and ±100 for the full control effect; nearly all actives have a fitted effect of over 55% in size
#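 Using stably transfected HEK293 (constitutively active GLP-1R, cAMP-luciferase reporter), compounds were incubated 24 hr and luciferase measured by luminescence.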
# HEK293 tox = cytotoxicity counter-screen for GLP-1 receptor inverse agonists | HEK293 cAMP-luciferase reporter cells, luminescence, 24 h | Potency, µM (series often up to 38.3 µM), inactives show top-dose activity change, negative = inhibition, most hits filed as inhibitors | hit rate 0.13% among 410,000;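 also: loss of luciferase light is scored as toxicity; potency is read from the fitted curve at half-maximal effect; % is scaled to controls: 0 for no effect and ±100 for the full control effect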
#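 Cells in DMEM/10% Nu serum/1% pen-strep, 1536-well format. Pre-incubated 12 h, dosed with 23 nL compound, incubated a further 24 h. Luciferase detection, 12 min at room temp, luminescence.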
# PTHR1 agonist = activates the human parathyroid hormone receptor PTHR1. Q03431. HEK293 GP2 PTHR1 cells, GloSensor cAMP luminescence, 1 h. Potency, µM (top dose mostly 115 µM), without a hit: at the top dose activation, actives largely listed as activators. hit rate 0.075% among 410,000; also: potency is read from the fitted curve at half-maximal effect; nearly all actives have a fitted effect of over 55% in size; some results filed as inactive show a strong effect at the top dose; inactives centre near -15; many of its hits are not listed in these tables
#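 HEK-293-derived GP2 cells expressing PTHR1 and a GloSensor cAMP reporter, 3,000/well, plated overnight, given luciferin plus IBMX (each 0.5 mM as added) for 1 h at 37 °C, then compound for 1 h at 37 °C. Luminescence was read after 15 min at room temperature.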
# D3 ag = agonists of human D3 dopamine receptor; D3R DiscoveRx beta-arrestin cells, luminescence, 90 min; max activation, %; hit rate 0.58% among 410,000; AID 652048; in the data active = max activation above about 30%; also: 0% is about no effect; mostly tested at two doses, the higher about 12 µM
#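 Agonist-mode cell screen: cells plated at 1500/well and incubated overnight at 37 °C, then exposed to library compounds for 90 min at 37 °C. Detection reagent was added for 30–60 min at room temperature, and luminescence was read.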
# KB-V1 cytotox = kills drug-selected multidrug resistant KB-V1 cells | AID 1347076 | Potency, µM (highest dose often 46.1 µM), without a hit: top-dose activity change, negative = cytotoxicity, most hits filed as cytotoxic | KB-V1 MDR cells viability, CellTiter-Glo, 72 h | hit rate 3.4% among 400,000; also: potency is read from the fitted curve at half-maximal effect; % is scaled to controls: 0 for no effect and ±100 for the full control effect; nearly all actives have a fitted effect of over 60% in size
#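 KB-V1 MDR subline cells in DMEM (phenol-red free, 10% FBS) exposed to compounds in qHTS concentration series for 72 h at 37 degrees C. Viability read by CellTiter-Glo luminescence; concentration-effect curves fitted after normalization and correction.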
# Starred values were filed as active, the others as inactive; i = inactive; ? = inconclusive; . = no result given; & = joins results of further samples; [ ] = dose if it differs, or a comment. Unless noted, calls follow the shape of the dose curve; as a rule, active = well fitted curve in the direction sought with a large enough effect; inconclusive = small, poorly fitted or top-dose-only effect, or another doubt; inactive = no such curve, though single readings can be large; an effect the other way counts as inactive or inconclusive. Not all compounds are listed; rates above refer to the full screens.
SMILES,GLP1R ag,TDP-43 yeast inh,aSyn yeast inh,DRD3 antagonist,GLP-1R inv ag,HEK293 tox,PTHR1 agonist,D3 ag,KB-V1 cytotox
O=C(NC1CC(=O)N(c2ccc(F)cc2)C1)C1CC1 (stereo unspecified),.,10%,.,.,11%,2%,i,-8,.
COc1ccccc1C(=O)C1CCCN(C(=O)C2CCCC2)C1 (stereo unspecified),10%,6%,-11%,1,6%,6%,i,0,-9%
COc1cc(F)ccc1-c1csc(C(NC(C)=O)c2ccccc2)n1 (stereo unspecified),0%,20%,-1%,11,0%,6%,-9%,4,-2%
C=C1C(=O)O[C@@H]2[C@H]1CC[C@H](C)[C@]1(O)CCC(=O)[C@@]21C,-7%,11%,3%,-3,8.9µM*,?,-28%,2,5%
CCOC(=O)NC(NCc1cccc(C(F)(F)F)c1)(C(F)(F)F)C(F)(F)F,0%,13%,-2%,-1,-7%,-14%,i,4,17%
Cc1ccc(C)c(S(=O)(=O)/N=C2\C=C(NS(=O)(=O)c3ccccc3)C(=O)c3ccccc32)c1,-2%,-20%,-5%,?,6%,-26%,-24%,-5,-10%
CCOC(=O)c1ccc(CC2SC(N)=NC2=O)cc1 (stereo unspecified),9%,-14%,2%,5,3%,-8%,i,9,20%
CN1CCC(OC(=O)c2ccc(Br)cc2)CC1,-4%,12%,-5%,?,-8%,5%,i,-10,8%
CN(CCOc1ccccc1)CC(=O)Nc1cc([N+](=O)[O-])ccc1Cl,10%,10%,-1%,-14,-26%,-18%,-50%[inhibitor],-13,?
COc1ccc(NC(=O)Nc2cccc3c2O[C@H](CN(C)S(=O)(=O)c2cn(C)cn2)[C@@H](C)CN([C@H](C)CO)C3=O)cc1,-3%,-9%,5%,-1,11%,3%,-15%,4,0%
O=C(Cn1ccc2ccccc2c1=O)NCCC(=O)N1CCN(c2cccc(Cl)c2)CC1,-2%,0%,1%,32,?,1%,-20%,-5,-28%
COc1cccc(OC)c1C(=O)OCC(=O)NCC(C)C,9%,-12%[1.82 µM],0%,4,24%,-3%,i,2,1%
CCc1nnc(NS(=O)(=O)c2ccc(N/C=C\C(=O)c3ccc4ccccc4c3)cc2)s1,3%,-16%,-20%,?,-11%,24%,i,-28,-22%
C/C(=C\C1CCCCC1)C(NC(=O)c1ccc(C(F)(F)F)cc1)c1ccc(-c2ccccc2)cc1 (stereo unspecified),-3%,22%,-4%,-9,-8%,19%,i,-7,23%
O=C(Nc1ccc(C(=O)N2CCOCC2)cc1)C1CCCC1,-1%,-6%,17%,-22,1%,-6%,-15%,-18,0%
CCOc1ccccc1NC(=O)CSC1=Nc2ccccc2C2=NC(CC(=O)NCc3ccc4c(c3)OCO4)C(=O)N12 (stereo unspecified),.,-12%,.,.,6%,-16%,-25%,7,-16%
C[C@H](CO)N1C[C@H](C)[C@@H](CN(C)Cc2ccc(Oc3ccccc3)cc2)Oc2ccc(NC(=O)Cn3cnnn3)cc2C1=O,-5%,0%,0%,5,11%,7%,-8%,1,-2%
C=CCn1c(CSc2nc3ccccc3s2)nnc1SCC(=O)NCc1ccccc1,-1%,-6%,16%,-21,?,?,-3%[57.5 µM],-10,0%
Cc1c(C(=O)NCc2ccccc2)sc2nc[nH]c(=O)c12,.,0%,.,.,6%,3%,-24%,-20,-8%
CC1CCCCN1C(=O)CN1CCSc2ccccc21 (stereo unspecified),-6%,16%,-1%,.,-16%,-3%,i,0,-16%
COc1ccccc1CC(=O)Nc1ccc(C(=O)N2CCCCC2)cc1,-1%,9%,-2%,-13,-21%,9%,i,2,-1%
COc1ccccc1NS(=O)(=O)c1cccc2cccnc12,-4%,11%,0%,-24,8%,-17%,-38%[inhibitor],-3,-7%
CC(C)Cn1c(SCc2cccc(F)c2)nc2ccsc2c1=O,8%,10%,-9%,.,?,5%,-23%,-6,?
O=S(=O)(c1cccs1)N1CCN(Cc2ccccc2)CC1,11%,19%,0%,-16,-2%,2%,i,-9,16µM*

# The closing 2 records of the section above lead into the next:
SMILES,GLP1R ag,TDP-43 yeast inh,aSyn yeast inh,DRD3 antagonist,GLP-1R inv ag,HEK293 tox,PTHR1 agonist,D3 ag,KB-V1 cytotox
CC(C)Cn1c(SCc2cccc(F)c2)nc2ccsc2c1=O,8%,10%,-9%,.,?,5%,-23%,-6,?
O=S(=O)(c1cccs1)N1CCN(Cc2ccccc2)CC1,11%,19%,0%,-16,-2%,2%,i,-9,16µM*
CC1=C(C(=O)OC(C)C)C(/C=C/c2ccccc2)NC(=O)N1 (stereo unspecified),-8%,10%,0%,37,0%,-7%,i,4,6%
COC(=O)C1CC(=O)N(c2ccc(C)cc2)C1 (stereo unspecified),8%,11%,0%,22,12%,-9%,-23%,-2,?
Cc1cc(C)c(O)c(NC(=S)NC(=O)Cc2ccccc2)c1,-11%,?,0%,2,?,-6%,i,8,-16%
O=C(Cn1cnc2c(nnn2Cc2ccc(Cl)cc2)c1=O)NCC1CCCO1 (stereo unspecified),-10%,0%,-3%,8,-3%,20%,i,3,-26%
c1cc2c(cc1C1CCCCC1)c1c3n2CCN=C3CCC1,16%,-14%,-9%,6,?,-30%,-20%[57.5 µM],-5,?
CCc1ccc(C(=O)CC2(O)C(=O)N(CCc3ccccc3)c3ccc(Br)cc32)cc1 (stereo unspecified),-2%,?,?,.,?,-15%,-16%,6,?
Cn1nc(C(C)(C)C)cc1N1C(=O)CCC1(C)C(=O)NCc1ccccc1 (stereo unspecified),-6%,13%,0%,22,15%,4%,-18%,2,?
O=c1cc(CN2CCOCC2)c2cc(Cl)c(O)cc2o1,-1%,10%,0%,18,-7%,342%[activator],i,5,?
Cc1ccc(C(=O)OCC(=O)Nc2ccc(Cl)cn2)s1,4%,11%,-2%,-2,-12%,-9%,-4%,5,?
COc1cccc(-c2nc(SCC(=O)NCC3CCCO3)c(-c3ccc(F)cc3)[nH]2)c1 (stereo unspecified),.,16%,.,.,-12%,-8%,i,2,.
CC(=O)N1CCCc2cc(S(=O)(=O)N3CCCC(C(=O)NCc4ccccc4)C3)ccc21 (stereo unspecified),3%,-7%&-2%,1%,18,-21%&-4%,7%&20%,-17%&-82%,2&-11,-5%&9%
CC(C(=O)Nc1ccccn1)(c1ccccc1)c1ccccc1,-5%,18%,6%,10,?,-4%,-20%,3,-19%
CCN(CC)C(=O)C1CCCN(C/C=C/c2ccccc2[N+](=O)[O-])C1 (stereo unspecified),-3%,12%,3%,-12,-2%,-1%,i,-8,-20%
CCc1ccc(NC(=O)CSc2nc(=O)n(CCCN3CCOCC3)c3c2CCCC3)cc1,12%,?,1%,19,-15%,8%,-9%,9,5%
O=C(/C=C/c1ccco1)Nc1ccc(Cl)c(-c2nc3cc(Cl)ccc3o2)c1,.,16%,.,.,-3%,-3%,i,-13,.
CCOC(=O)C1(Cc2ccccc2C)CCCN(C(=O)CCn2nccc2C)C1 (stereo unspecified),9%,-10%,-2%,-27,-22%,0%,-16%,-15,-24%
COc1cccc(NC(=O)CN(C)C(=O)Cn2cnc3ccccc3c2=O)c1,0%,23%,-1%,-18,-4%,3%,i,2,-3%
CN1CCC(N(C)C(=S)NC(=O)C23CC4CC(CC(C4)C2)C3)CC1,7%,6%,-7%,12,?,-22%,-23%,-1,-12%
CCCC1C2C(=O)N(c3ccc(OC)cc3)C(=O)C2ON1c1ccccc1 (stereo unspecified),-13%,?,-1%,-10,0%,18%,i,-3,-25%
O=C1CCc2cc(S(=O)(=O)Nc3ccccc3)cc3c2N1CC3,0%,7%,4%,-8,18%,-1%,i,2,-20%
COc1ccc(/C(O)=C/C(=O)C(=O)NNC(=O)c2ccccc2)cc1,3%,-49%[inhibitor],19%,0,8%,-10%,i,4,3%
COc1ccc(-n2nnnc2C2c3ccccc3C(=O)N2C2CCN(Cc3ccccc3)CC2)cc1 (stereo unspecified),4%,13%,0%,?,5%,-7%,i,-10,?
CC(=O)c1ccc(NC(=O)Cn2nc(C(F)(F)F)c3c2CCC3)cc1,-1%,17%,.,.,-12%,3%,i,5,0%
Cc1cccc(C)c1NC(=O)C1(C)CN(S(C)(=O)=O)CC(=O)N1Cc1ccco1 (stereo unspecified),.,-2%,1%,0,3%,4%,-1%,-4,1%
CCCCCCn1c(SCC(=O)Nc2cc(C)on2)nc2ccccc2c1=O,23%,-8%,7%,-3,20%,-4%,-24%[57.5 µM],2,0%
CCN(CC)c1ccc(S(=O)(=O)N2CCOCC2)cc1NC(=O)CN1C(=O)NC2(CCC(C)CC2)C1=O (stereo unspecified),7%,10%,-1%,-18,9%,4%,i,1,-2%
CC1=NN(/C(=N\c2nnc(C)s2)Nc2ccc(C(C)(C)C)cc2)[C@H](c2ccc(C)cc2)S1,0%,35µM*,0%,-23,?,-22%,-7%,2,-23%
O=C1CC(SCc2nc3ccccc3[nH]2)C(=O)N1c1ccc(Cl)cc1 (stereo unspecified),-2%,18%,-9%,0,-22%,-5%,-3%[57.5 µM],-16,28%
FC(F)(F)c1ccnc(NCc2ccc(Cl)cc2)n1,11%,-3%,-1%,-8,?,0%,-8%,-3,5%
CCc1noc(C)c1C(=O)OCC(=O)N(CCOC)c1c(N)n(Cc2ccccc2)c(=O)[nH]c1=O,2%,-7%,-5%,0,29%,3%,i,9,16%

# Gathered by group, those above with a nitro group on carbon
SMILES,GLP1R ag,TDP-43 yeast inh,aSyn yeast inh,DRD3 antagonist,GLP-1R inv ag,HEK293 tox,PTHR1 agonist,D3 ag,KB-V1 cytotox
CN(CCOc1ccccc1)CC(=O)Nc1cc([N+](=O)[O-])ccc1Cl,10%,10%,-1%,-14,-26%,-18%,-50%[inhibitor],-13,?
CCN(CC)C(=O)C1CCCN(C/C=C/c2ccccc2[N+](=O)[O-])C1 (stereo unspecified),-3%,12%,3%,-12,-2%,-1%,i,-8,-20%
